Compound activity from PubChem.
KCNQ2 block: KCNQ2 potassium channel inhibitors, primary screen, cell-based, CHO-K1, FluxOR thallium flux, B-score (AID 2156). O88943. 20 min; active compounds read low. B-score at 10 µM. 1.1% of 310,000 active;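 active = fluorescence ratio B-score at most minus 3 library SDs, with starting brightness B-score within 2 library SDs, cut at about -5.5 in these data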
Kir21 inh: inhibitors of mouse Kir2.1 inward-rectifier potassium channel; HEK293-Kir2.1, FluxOR thallium flux fluorescence; active compounds read low; B-score at 10 µM; 0.85% of 310,000 active;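 active = fluorescence ratio B-score at or below minus 3 SD of library scores, with starting-brightness B-score within 2 SD, cut at about -4.2 in these data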;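 note: channel flux triggered by added potassium and thallium sulfate stimulus; B-score of peak minus minimum fluorescence over baseline after thallium stimulus; more negative B-score means stronger Kir2.1 block with less thallium influx; some compounds called inactive have numbers as strong as hits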
Target sequence (P35561 whole entry, looked up): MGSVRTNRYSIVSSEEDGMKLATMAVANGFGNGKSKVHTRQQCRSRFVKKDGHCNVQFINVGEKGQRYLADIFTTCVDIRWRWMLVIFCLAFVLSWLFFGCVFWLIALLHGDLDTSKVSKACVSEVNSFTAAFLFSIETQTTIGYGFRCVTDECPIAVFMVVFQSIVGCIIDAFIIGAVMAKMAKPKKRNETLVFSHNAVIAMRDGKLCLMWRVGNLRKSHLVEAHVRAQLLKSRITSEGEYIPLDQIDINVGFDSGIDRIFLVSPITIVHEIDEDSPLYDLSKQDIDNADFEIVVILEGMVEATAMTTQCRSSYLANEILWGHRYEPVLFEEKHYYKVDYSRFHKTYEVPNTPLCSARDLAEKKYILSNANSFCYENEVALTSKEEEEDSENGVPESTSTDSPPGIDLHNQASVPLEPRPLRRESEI
STK33 inh: human STK33 kinase inhibition; inhibition, % at 10 µM; purified STK33, MBP phosphorylation, ADP-Glo luminescence; 0.073% of 320,000 active; AID 2661; Q9BYT3;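 active = inhibition at or above 25%, using the most active replicate where run in duplicate; inactive = inhibition below 25%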
Target sequence (Q9BYT3 whole entry, looked up): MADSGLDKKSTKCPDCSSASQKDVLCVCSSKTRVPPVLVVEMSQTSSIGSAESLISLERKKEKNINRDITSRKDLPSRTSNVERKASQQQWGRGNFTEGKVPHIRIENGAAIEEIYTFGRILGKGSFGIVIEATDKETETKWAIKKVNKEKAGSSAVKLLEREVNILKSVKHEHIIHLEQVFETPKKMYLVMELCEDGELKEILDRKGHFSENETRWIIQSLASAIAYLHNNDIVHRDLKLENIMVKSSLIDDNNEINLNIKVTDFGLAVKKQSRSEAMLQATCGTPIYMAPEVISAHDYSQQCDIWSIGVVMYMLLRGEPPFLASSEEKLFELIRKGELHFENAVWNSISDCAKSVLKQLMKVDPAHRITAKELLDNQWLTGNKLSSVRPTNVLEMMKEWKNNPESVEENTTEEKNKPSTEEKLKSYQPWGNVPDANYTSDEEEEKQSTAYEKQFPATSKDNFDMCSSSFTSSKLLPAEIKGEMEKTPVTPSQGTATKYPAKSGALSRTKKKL
Starred values were filed as active, the others as inactive; i = inactive; / = not tested or not shown.

Sample of the layout:
SMILES	KCNQ2 block	Kir21 inh	STK33 inh
CCOC(=O)CN1C(=O)N[C@@H](c2cccs2)C(C(=O)OC)=C1C	i	-0.62	-1.2
O=C(N/C(=C\c1ccc(Cl)cc1)C(=O)N1CCOCC1)c1ccco1	i	-2.1	0.4
Fc1ccc(-c2cc(C(F)(F)C(F)F)[nH]n2)cc1	i	0.17	-2.5
CC1CCCCN1S(=O)(=O)c1ccc(NC(=O)CSc2nnnn2C)cc1 (stereo not given)	i	0.44	0.3
c1ccc2c(c1)nnn2Cc1nnc2sc(-c3ccncc3)nn12	i	0.01	-4.2
Cc1cccc(OCCC(=O)N(C)CC(=O)Nc2cccc3ccccc23)c1	i	0.34	-3.5
CNC(=O)NC(=O)CSc1nnc(-c2ccco2)n1-c1ccccc1	i	-0.05	0.0

Results, from the first entry:
SMILES	KCNQ2 block	Kir21 inh	STK33 inh
CCOC(=O)CN1C(=O)N[C@@H](c2cccs2)C(C(=O)OC)=C1C	i	-0.62	-1.2
O=C(N/C(=C\c1ccc(Cl)cc1)C(=O)N1CCOCC1)c1ccco1	i	-2.1	0.4
Fc1ccc(-c2cc(C(F)(F)C(F)F)[nH]n2)cc1	i	0.17	-2.5
CC1CCCCN1S(=O)(=O)c1ccc(NC(=O)CSc2nnnn2C)cc1 (stereo not given)	i	0.44	0.3
c1ccc2c(c1)nnn2Cc1nnc2sc(-c3ccncc3)nn12	i	0.01	-4.2
Cc1cccc(OCCC(=O)N(C)CC(=O)Nc2cccc3ccccc23)c1	i	0.34	-3.5
CNC(=O)NC(=O)CSc1nnc(-c2ccco2)n1-c1ccccc1	i	-0.05	0.0
CC(=O)Nc1ccc(NC(=O)Nc2cccc3ccccc23)cc1	i	1.1	-0.1
COc1cc2c(=O)n(CCC(=O)NCC3CCCO3)c(=O)n(CC(=O)Nc3ccc(F)cc3)c2cc1OC (stereo not given)	i	0.51	-1.4
COc1ccc(CC2(CO)CCN(Cc3cccn3-c3ccccn3)CC2)cc1	i	1	-2.9
C=C(C)COc1ccc(-c2[nH]ncc2Oc2ccccc2OC)c(O)c1	i	-0.12	-0.2
CN(/N=C/c1ccc(O)cc1O)c1nc(-c2ccccc2)cc(-c2ccccc2)n1	i	-1.6	0.4
O=C(Nc1cnn(Cc2ccc(Cl)c(Cl)c2)c1)c1nc2ncccn2n1	i	0.15	-0.3
CCCCn1c(SCC(=O)N2CCCCC2)nc2cc(S(N)(=O)=O)ccc21	i	-0.39	-1.2
CN(C)c1ccc(/C=C/C(=O)c2ccc(C(C)(C)C)cc2)cc1[N+](=O)[O-]	i	0.86	-0.1
CCCCn1c(=O)n(Cc2cccc(F)c2)c(=O)c2c1ncn2Cc1ccco1	i	-0.04	-1.5
CC1=C(C#N)C(NC(=O)c2cccc(Cl)c2)(C(F)(F)F)C(=O)N1 (stereo not given)	i	-0.69	1.8
COc1ccc(/C=C(/C#N)S(=O)(=O)c2ccc(C)cc2)cc1	i	-0.22	2.5
C=CCOc1c(CNc2ncn[nH]2)cccc1OCC	i	0.35	-0.5
COc1cc(CN(C)CCc2ccccc2)ccc1OCc1ccccc1	i	-7.6*	1.3
Cc1nc2sc(C(c3ccc(Cl)cc3)N3CC(C)OC(C)C3)c(O)n2n1 (stereo not given)	i	-1.3	-1.0
O=C(/C=C/c1cccs1)Nc1nncs1	i	-0.28	1.6
Cc1ccc(NS(=O)(=O)c2cccc(C(=O)N/N=C/c3c(C)nn(-c4ccccc4)c3N3CCCC3)c2)c(C)c1	i	-1.4	-0.5
O=C(c1cccs1)N1CCN(S(=O)(=O)Cc2ccccc2)CC1	i	0.97	0.3
COc1ccc(NC(=O)C(C)N(c2ccc(C)cc2)S(C)(=O)=O)cc1 (stereo not given)	i	2.3	-0.5

Additional structures follow:
SMILES	KCNQ2 block	Kir21 inh	STK33 inh
CN(C(=O)CC1C(=O)NCCN1Cc1ccc(F)cc1Cl)C1CCCCC1 (stereo not given)	i	-0.53	-0.4
O=C(N=C1N=C2C=CC=CN2Cc2ccccc21)c1ccc(S(=O)(=O)N2CCCC2)cc1	i	-0.94	-0.4
CC1CCCCN1C(=O)CN1CCC(c2nc3ccc(Cl)cc3[nH]2)CC1 (stereo not given)	i	-0.46	-3.2
COc1cccc(NC(=O)CN(c2ccc([N+](=O)[O-])cc2)S(=O)(=O)c2ccccc2)c1	i	0.06	-1.8
CCOc1cc(NC(=S)NC)c(OCC)cc1NC(=O)c1ccco1	i	2	-1.8
CC(C)(C)C(=O)Nc1ccc(Sc2ccc([N+](=O)[O-])cc2)cc1	i	-1.1	/
Cc1cc(C)c(OCC(=O)Nc2ccc(S(=O)(=O)N3CCOCC3)cc2)c(C)c1	i	-1.3	-1.5
O=C(O)c1ccccc1-c1ccccc1C(=O)NCc1cccc(C(F)(F)F)c1	i	2	-0.1
CN(C(=O)CCCN1C(=O)c2cccc3cccc(c23)C1=O)c1ccccc1	i	-2.8	-0.3
CCn1c(SCC(=O)N/N=C(\C)c2ccncc2)nnc1-c1ccc(C)cc1	i	-1.1	-2.0
O=C(COC(=O)/C=C/c1ccccc1)NNC(=O)c1ccc([N+](=O)[O-])cc1	i	1.1	-0.1
CC1CCN(c2c(NCc3ccc(C(=O)NCc4ccco4)cc3)c(=O)c2=O)CC1	i	1	-1.9
Clc1cccc(CN2CCCCCCC2)c1Cl	i	-2.4	-2.8
Cc1ccc2nc(Nc3nc(CSc4nnc(C)s4)cc(=O)[nH]3)nc(C)c2c1	i	-0.96	1.9
Cc1ccc(/C=C2/Sc3ccc(C(=O)NCc4ccccn4)cc3NC2=O)cc1	i	0.32	-0.1
COC(=O)NNC(=S)NCc1ccccc1	i	-1.8	-2.3
CN(CC(=O)Nc1cccc(F)c1)C(=O)C1CC(=O)N(Cc2ccccc2)C1 (stereo not given)	i	0.77	-0.8
CCOC(=O)c1ccc(NC(=S)N2CCN(CCO)CC2)cc1	i	0.44	-0.8
Cc1ccc(C)c(/C=N/NC(=S)NCCc2ccccc2)c1	i	-0.99	0.3
O=C(CS(=O)(=O)Nc1ccc(F)cc1Cl)Nc1ccc(F)cc1Cl	i	-0.37	3.2
Cc1ccc(OCc2nc(-c3ccccc3)no2)cc1	i	-0.51	-1.2
CNC(=O)/C(C#N)=C/c1c(F)cccc1Cl	i	0.36	-0.3
Cc1cc(C)c(NC(=O)C2CCCN2C)c(C)c1 (stereo not given)	i	1.4	-2.1
CN(c1ccccc1)S(=O)(=O)c1cccc2ccccc12	i	-3	0.9
CCOc1ccc(/C=C/C(=O)c2ccccc2)cc1OC	i	-0.14	1.3

The list continues:
SMILES	KCNQ2 block	Kir21 inh	STK33 inh
CC1=C(C(=O)OC2CCCCC2)C(c2ccco2)C2=C(CC(C)(C)CC2=O)N1 (stereo not given)	i	-0.27	1.0
Oc1ccccc1CNc1ccc2c(c1)OCCO2	i	0.09	-0.9
S=C(Nc1ccccc1)N1CCCCCCC1	i	1.7	-1.9
COc1cccc2c1OCC(C(=O)O)C2 (stereo not given)	i	1.8	-2.1
Cn1c(=O)c2c(nc(NC3CCCC3)n2C)n(C)c1=O	i	-0.32	-0.5
C#CCSc1nc(-c2cccs2)ccc1C#N	i	-1.6	-0.3
CC(C)Cc1nc(SCC(=O)N2CCOCC2)c2c(=O)n(C)c(=O)n(C)c2n1	i	1.1	-1.9
CC(=O)CN1C(=O)NC(c2ccccc2)(c2ccccc2)C1=O	i	0.67	-0.2
O=C(Nc1ccc(F)c(Cl)c1)c1cncs1	i	1.9	-0.5
CC1=C(c2ccc(C(C)C)cc2)S(=O)(=O)N=C1N1CCN(C(=O)c2ccco2)CC1	i	1.1	-0.5
CCC(C)(C)n1nnnc1C(c1ccc(C)cc1)N1CCCC1 (stereo not given)	i	-0.57	0.3
CCN(CC)CCCNC(=O)c1sc2ncn(CC(=O)Nc3ccc(C)c(Cl)c3)c(=O)c2c1C	i	0.54	0.4
COc1cc(C2C(C#N)=C(C)NC3=C2C(=O)CC(C)(C)C3)cc(OC)c1O (stereo not given)	i	-0.04	0.3
Cc1cc(C(=O)N2CCN(c3ccccc3)CC2)no1	i	0.73	-0.4
COc1ccc(C(=O)N(CCCO)C(C)C(=O)NC2CCCCC2)cc1OC (stereo not given)	i	-0.42	0.0
Cc1ccc(Cn2cccc(NC(=O)NC3CCCCC3)c2=O)cc1	i	0.84	-1.0
COc1cc(NC(=O)C(C)Oc2ccccc2)ccc1NC(=O)COc1ccccc1 (stereo not given)	i	1.5	-1.1
COc1ccccc1NC(=O)/C(C#N)=C/c1cc([N+](=O)[O-])ccc1N1CCCC1	i	-3.3	-2.4
CCCCC(=O)NC(=S)Nc1ccccc1C(=O)Nc1ccccc1	i	1.3	0.0
CCOCCCNC(=O)c1cn(CC(C)C)c(=O)c2c1c1ccccc1n2C	i	-1	-1.5
O=C(Nc1ccc2c(c1)OCCO2)NC1CCCCC1	i	0.2	-0.3
CN1CC(=O)N(CCOc2ccccc2)C1=O	i	0.29	-1.0
O=C(CSc1ccccc1)NCc1ccccc1	i	-0.58	-1.3
CCSc1nnc(NC(=O)Cn2cnc3c2c(=O)n(C)c(=O)n3C)s1	i	0.14	-1.8
COc1ccccc1C(OC(=O)c1cccs1)C(=O)NCC1CCCO1 (stereo not given)	i	-0.31	-0.2

(next part)
SMILES	KCNQ2 block	Kir21 inh	STK33 inh
Cc1ccoc1C(=O)NCCNC(=O)c1occc1C	i	0.44	/
Cc1ccc2nc(-c3ccc(SCC(=O)Nc4nnc(C)s4)nc3)[nH]c2c1	i	0.03	/
COCCNC(=O)C(c1ccc(C)cc1)N(C(=O)CCC(=O)Nc1ccccn1)c1ccc(C)cc1 (stereo not given)	i	1	-0.3
N#Cc1c(/N=C/c2ccco2)oc(-c2ccccc2)c1-c1ccccc1	i	-1.2	-0.9
O=C(NCCS(=O)(=O)N1CCN(c2ccccc2F)CC1)c1ccco1	i	2	-1.3
Cc1ccc2c(c1)CCCN2C(=O)c1c(C)noc1C	i	0.26	-0.4
Cc1ccc(S(=O)(=O)c2nc(-c3cccs3)oc2NCCCN(C)C)cc1	i	-2	-1.4
O=C(COC(=O)C1CCN(S(=O)(=O)c2cccc3cccnc23)CC1)c1ccc(F)cc1	i	0.87	0.3
Cc1[nH]c(C)c(S(=O)(=O)N2CCN(c3ccccc3F)CC2)c1C(=O)N1CCCCC1	i	-0.96	-1.2
O=c1cc(CN2CCN(S(=O)(=O)c3ccc4c(c3)OCCO4)CC2)c2ccc(O)cc2o1	-5.6*	-0.58	0.7
Cc1ccccc1C(=O)NC(NCc1ccco1)C(Cl)(Cl)Cl (stereo not given)	i	-0.58	-4.0
O=C(/C=C/c1ccc(Cl)cc1)NC(=S)Nc1ccc(N2CCOCC2)c(Cl)c1	i	0.04	-0.9
NS(=O)(=O)c1ccc(CCNC(=O)C2CCN(S(=O)(=O)c3ccccc3)CC2)cc1	i	0.02	1.2
COc1ccc(N2CC(C(=O)Nc3nnc(C4CCCCC4)s3)CC2=O)cc1 (stereo not given)	i	0.56	0.2
COCCCNC(=O)C1CCN(C(=O)c2oc3cc4sc(N(C)C)nc4cc3c2C)CC1	i	1.2	-0.7
Cc1ccc2cc(CN(CCCN(C)C)C(=O)NCc3ccccc3)c(=O)[nH]c2c1C	i	-0.26	1.7
CC(=O)c1ccc(NC(=O)N2CCc3ccccc3C2)cc1	i	1.9	-0.3
COc1ccccc1OCCOCCn1cnc2ccccc2c1=O	i	-0.01	-0.1
C=CCNC(=O)CSc1nc2sc(C)c(C)c2c(=O)[nH]1	i	2.6	1.0
CC1Cc2ccccc2N1C(=O)Cn1c(=O)cc(O)c2ccccc21 (stereo not given)	i	3.2	0.9
Cc1ccc2c(c1)c(N=O)c(O)n2Cc1ccc(Cl)cc1	i	-2.1	-0.6
COc1ccc(C2C(C(=O)O)CCC(=O)N2c2ccc(OC)cc2)cc1 (stereo not given)	i	-0.67	-1.4
COc1ccc2oc(=O)c(NC(=O)C3CCCCC3)cc2c1	i	0.24	/
Cc1ccc(S(=O)(=O)N2CCOC2CNC(=O)C(=O)NCc2ccncc2)cc1 (stereo not given)	i	0.03	-0.5
CC(Sc1nnc(-c2ccc(OC(F)F)cc2)n1N)C(=O)NCC1CCCO1 (stereo not given)	i	-0.41	-1.4

Quoted at random: 3 entries already listed, in no set order.
SMILES	KCNQ2 block	Kir21 inh	STK33 inh
Cc1nc2sc(C(c3ccc(Cl)cc3)N3CC(C)OC(C)C3)c(O)n2n1 (stereo not given)	i	-1.3	-1.0
COc1ccccc1OCCOCCn1cnc2ccccc2c1=O	i	-0.01	-0.1
CN(/N=C/c1ccc(O)cc1O)c1nc(-c2ccccc2)cc(-c2ccccc2)n1	i	-1.6	0.4

More records:
SMILES	KCNQ2 block	Kir21 inh	STK33 inh
COC(=O)c1ccc(C2C(C#N)=C(C)NC3=C2C(=O)CC(C)(C)C3)cc1 (stereo not given)	i	-1.9	-2.5
COc1cc(C2NC(=O)NC(c3ccccc3)=C2C(C)=O)cc([N+](=O)[O-])c1O (stereo not given)	i	2.3	-0.1
CCOC(=O)N1CCN(CC(O)COc2ccc(OC)cc2C(C)(C)C)CC1 (stereo not given)	i	0.27	1.8
NC(=O)C1CCCN(CC(=O)N2CCN(c3ccccc3)CC2)C1 (stereo not given)	i	-0.65	-0.4
Cc1ccc2c(c1)cc1c(=O)n(CC(=O)NCCCc3ccccc3)nc(C)n12	i	-0.03	-1.0
CC(=O)Nc1ccc(S(=O)(=O)Nc2c(C)nn(-c3ccccc3)c2C)cc1	i	-6.3e-16	-0.5
Cc1c(C(=O)Nn2cnnc2)oc2ccccc12	i	-1.2	1.5

Not a hit list; any-hit rate near 1.9%.
